BRCT PPI red = inhibitors of human BRCA1 BRCT-phosphoprotein interaction (red fluorophore) | P38398 | BRCT-phosphopeptide binding, red fluorescence polarization | Potency, µM (doses to about 76.9 µM), for inactives: top-dose activity change, negative = inhibition, most hits filed as inhibitors | actives 0.03% (n = 75,000); also: % is scaled to controls: 0 for no effect and ±100 for the full control effect
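Rhodamine-labelled pBACH1 10-mer (100 nM) bound to BRCT domain (100 nM) at pH 7.3; compounds incubated 12 min room temperature, polarization read. Free peptide defines full inhibition; unlabelled decapeptide titrated as control.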
BRCT PPI green = inhibitors of human BRCA1 BRCT-phosphoprotein interaction (green fluorophore); P38398; BRCA1 BRCT-phosphopeptide binding, green fluorescence polarization; Potency, µM (titrated, usually from 76.9 µM), inactives show at the top dose activity change, negative = inhibition, hits mostly inhibitors; actives 0.05% (n = 75,000); AID 875;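 also: potency is read from the fitted curve at half-maximal effect; plate controls were peptide without protein for full effect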
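Fluorescence polarization: His-tagged BRCT (~35 kDa BRCA1 C-terminus, 250 nM) bound to 100 nM fluorescein-labeled phosphorylated 10-aa BACH1 peptide, pH 7.3 phosphate buffer with DTT and Tween 20. Compounds incubated 12 min at room temperature; inhibition read as lowered polarization.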
Ub-GFP proteasome = inhibits proteasome, raising ubiquitin-GFP reporter fluorescence | 67,000 tested, under 10 active | Ubiquitin-GFP reporter cells, proteasome inhibition, GFP fluorescence; response scale: untreated = 0%, 10 µM MG-132 = 100% | Potency, µM (doses to about 45.9 µM), inactives show at the top dose activation (GFP accumulation), most hits filed as activators; active = well fitted activation curve with a large enough effect, not every such curve was filed as active; inconclusive = small, poorly fitted or top-dose-only effect, or another doubt; inactive = no such curve, though single readings can be large or run the other way; also: potency is read from the fitted curve at half-maximal effect
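Reporter cells (U2OS, ubiquitin-G76V-GFP fusion) are plated overnight, then treated 4 hr at 37 °C with compound titrations from 46 uM down to 2.9 nM. Activity is scaled against untreated cells and 10 uM MG-132.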
USP2a inhib = USP2a (human) protease inhibition. O75604. USP2a enzymatic assay, qHTS inhibition. Potency, µM (doses to about 38.3 µM), inactives show at the highest dose activity change, negative = inhibition, most hits filed as inhibitors. actives 0.1% (n = 60,000). AID 927;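 also: potency is read from the fitted curve at half-maximal effect; nearly all actives have a fitted effect of over 60% in size; plate controls were DMSO for no effect and NEM full inhibition control for full effect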
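Coupled readout: USP2-cleaved Ub-PLA2 (20nM final) turns over NBD C6-HPC (20uM final), Ex 460nm/Em 535nm after 2.5 h, time-zero read flagging artifacts. Enzyme (20nM final, pH 8.0 Tris) given 30 min RT with compound first; NEM defines full inhibition.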
HADH2 inhib = HADH2 (human) dehydrogenase inhibition | Q99714 | recombinant HADH2, NADH fluorescence, beta-hydroxybutyryl-CoA | Potency, µM (top dose mostly 57.1 µM), for inactives: top-dose activity change, negative = inhibition, hits mostly inhibitors | actives 3.4% (n = 73,000); also: potency is read from the fitted curve at half-maximal effect; % is scaled to controls: 0 for no effect and ±100 for the full control effect; nearly all actives have a fitted effect of over 60% in size; many of its hits are not listed in these tables
Target sequence (Q99714 whole entry, looked up, one chain of several): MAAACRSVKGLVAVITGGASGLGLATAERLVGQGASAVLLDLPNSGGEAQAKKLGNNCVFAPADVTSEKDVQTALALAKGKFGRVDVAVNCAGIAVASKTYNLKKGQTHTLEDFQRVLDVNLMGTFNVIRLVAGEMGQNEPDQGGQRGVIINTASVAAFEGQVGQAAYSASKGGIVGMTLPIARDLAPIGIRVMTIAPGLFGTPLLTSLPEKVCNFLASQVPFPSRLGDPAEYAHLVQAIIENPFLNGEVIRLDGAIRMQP
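Read-out: 360 nm excitation, 450 nm emission, kinetic over 4 min. Conditions: His-tagged human HADH2 20 nM, pH 9.0 Tris with Tween-20, 1 mM NAD+, 90 uM beta-hydroxybutyryl-CoA.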
HBB splice mod = alters splicing of the hemoglobin beta chain; HBB splicing reporter cell assay, activation; EGFP reporter with mutant IVS2-654 intron; response scale: normalised to 500 nM splice-correcting PNA; Potency, µM (top dose mostly 46.1 µM), inactives show top-dose activation, usual class: activators; actives 0.06% (n = 65,000); also: potency is read from the fitted curve at half-maximal effect; 0% is about no effect
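Compounds were applied for 2 days to HeLa EGFP-654 cells, 500/well in Optimem with 2% FCS. The reporter's EGFP is disrupted by mis-splicing of beta-globin intron IVS2-654. Readout: summed well GFP fluorescence from 488 nm laser scanning; reference was 500 nM antisense […] 654 PNA.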
CRE-bla Fsk = CRE-bla signaling modulation under forskolin stimulation; CHO CRE-bla reporter (cAMP response element driving beta-lactamase), forskolin EC10, beta-lactamase ratio; Potency, µM (top dose mostly 38.2 µM), without a hit: top-dose activity change, negative = inhibition, usual class: activators; actives 2.5% (n = 71,000); AID 662; active = well fitted activation curve with a large enough effect in the signal ratio, with a control signal flat, not every such curve was filed as active; inconclusive = small, poorly fitted or top-dose-only effect, or effect the other way, or a change in a side signal; the % refers to the signal ratio; also: potency is read from the fitted curve at half-maximal effect; % of control where 0% means no effect
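AC50 values, positive or negative, reflect shifts in EC10 NKH 477-induced CRE-bla reporter activity in CHO cells. Incubation lasted 3 h at 37 °C before CCF4 substrate (2 h, room temperature) and ratiometric 460/530 nm reading.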
Epigenetic mod = epigenetic GFP locus derepression in mouse cells. actives 0.09% (n = 68,000). Potency, µM (top dose mostly 46.1 µM), inactives show at the highest dose GFP derepression (activation). AID 597. mouse C127i GFP locus derepression, cytometry, 30 h; also: % of control where 0% means no effect
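Murine C127i mammary cells carrying a silenced, stably integrated CMV-driven GFP reporter were treated with compound for 30 hours at 37 C. After PBS washes, GFP-positive cells were counted by laser-scanning microplate cytometry.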
15-hLO inh = inhibitors of human 15-lipoxygenase (ALOX15) | P16050 | Potency, µM (doses to about 57.1 µM), inactives show at the highest dose activity change, negative = inhibition, usual class: inhibitors | actives 1.4% (n = 74,000) | purified 15hLO-1, xylenol orange hydroperoxide absorbance; also: potency is read from the fitted curve at half-maximal effect; % is scaled to controls: 0 for no effect and ±100 for the full control effect; nearly all actives have a fitted effect of over 55% in size
Target sequence (P16050 whole entry, looked up): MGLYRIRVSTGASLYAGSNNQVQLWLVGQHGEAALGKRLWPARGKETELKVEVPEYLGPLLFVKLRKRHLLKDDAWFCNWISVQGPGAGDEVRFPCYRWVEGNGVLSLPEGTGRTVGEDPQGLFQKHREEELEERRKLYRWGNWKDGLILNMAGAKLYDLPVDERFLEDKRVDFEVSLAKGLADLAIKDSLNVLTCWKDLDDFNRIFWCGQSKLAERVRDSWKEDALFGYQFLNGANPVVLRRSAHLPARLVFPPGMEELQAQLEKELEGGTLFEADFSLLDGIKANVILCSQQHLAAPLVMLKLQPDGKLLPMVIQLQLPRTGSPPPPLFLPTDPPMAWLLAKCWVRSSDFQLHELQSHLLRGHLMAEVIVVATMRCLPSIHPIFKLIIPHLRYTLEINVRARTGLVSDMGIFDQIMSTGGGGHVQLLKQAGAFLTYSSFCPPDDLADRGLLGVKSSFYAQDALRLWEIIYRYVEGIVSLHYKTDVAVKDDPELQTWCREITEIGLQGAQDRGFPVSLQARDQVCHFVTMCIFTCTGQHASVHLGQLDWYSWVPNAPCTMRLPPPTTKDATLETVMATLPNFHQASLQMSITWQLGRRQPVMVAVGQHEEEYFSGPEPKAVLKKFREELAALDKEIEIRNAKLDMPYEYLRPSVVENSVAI
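Hydroperoxide formed from arachidonic acid (50 uM) by purified human 15hLO-1 (40 nM) oxidizes ferrous iron, and the ferric-xylenol orange complex is read at 573 versus 405 nm. Compounds were preincubated 15 min; reaction ran 6 min at room temperature.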
Hsp90 Hop PPI = changes Hsp90-Hop TPR2A binding signal, up or down; AlphaScreen TPR2A-His6 binding biotin-Hsp90 C-terminal peptide; Potency, µM (titrated, usually from 57 µM), for the others: at the top dose activity change, negative = inhibition; actives 0.44% (n = 71,000); AID 595; active = well fitted curve in either direction with a large enough effect; inconclusive = small, poorly fitted or top-dose-only effect, or another doubt; also: potency is read from the fitted curve at half-maximal effect; % is scaled to controls: 0 for no effect and ±100 for the full control effect; many of its hits are not listed in these tables
DNA Pol III inh = inhibitors of bacterial DNA polymerase III holoenzyme; actives 0.25% (n = 71,000); AID 603; reconstituted DNA polymerase III holoenzyme replication, biochemical; Potency, µM (titrated, usually from 57.1 µM), for the others: top-dose activity change, negative = inhibition; also: potency is read from the fitted curve at half-maximal effect; % is scaled to controls: 0 for no effect and ±100 for the full control effect
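Reconstituted *E. coli* holoenzyme (0.35 nM Pol III, 1 nM beta, 154 nM SSB, 2 nM primase) was preincubated with compound for 15 min at RT. Synthesis on 1.4 nM ssM13Gori ran 35 min, then was stopped with PicoGreen/EDTA and read as dsDNA fluorescence.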
* hit, by the source's call; & = joins results of further samples; [ ] = dose if it differs, or a comment. Unless noted, calls follow the shape of the dose curve; as a rule, active = well fitted curve in the direction sought with a large enough effect; inconclusive = small, poorly fitted or top-dose-only effect, or another doubt; inactive = no such curve, though single readings can be large; an effect the other way counts as inactive or inconclusive. Not all compounds are listed; rates above refer to the full screens.

What do the screens show for `CC(C)(C)c1csc(N(CCC#N)CCC#N)n1`?
BRCT PPI red: -0.3%; BRCT PPI green: -1.4%; Ub-GFP proteasome: -7%; USP2a inhib: 5%; HADH2 inhib: 8%; HBB splice mod: 0.1%; CRE-bla Fsk: inconclusive; Epigenetic mod: 0%; 15-hLO inh: 1%; Hsp90 Hop PPI: 2%; DNA Pol III inh: -2%

How did Cc1cccc(C)c1NC(=O)Cn1cnc2c(=O)n(C)c(=O)n(C)c21 do in these assays?
BRCT PPI red: 0.6%; BRCT PPI green: 1.6%; Ub-GFP proteasome: -7%; USP2a inhib: 11%; HADH2 inhib: 12%; HBB splice mod: -1.4%; CRE-bla Fsk: -1%; Epigenetic mod: 0%; 15-hLO inh: 3%; Hsp90 Hop PPI: 0%; DNA Pol III inh: -7%

What do the screens show for `O=C(O)C1C2C=CC(C2)C1C(=O)NCCc1ccccc1` (configuration not stated)?
BRCT PPI red: -0.2%; BRCT PPI green: -1.5%; Ub-GFP proteasome: 0%; USP2a inhib: -5%; HADH2 inhib: -13%; HBB splice mod: 0.4%; CRE-bla Fsk: -6%; Epigenetic mod: 0%; 15-hLO inh: -4%; Hsp90 Hop PPI: 0%; DNA Pol III inh: -2%

What do the screens show for `CC(=O)Nc1ccc2c(c1)nc(CCN1CCN(C)CC1)n2C`?
BRCT PPI red: 1.0%; BRCT PPI green: -0.4%; Ub-GFP proteasome: -4%; USP2a inhib: -7%; HADH2 inhib: 0%; HBB splice mod: -0.4%; CRE-bla Fsk: -16%; Epigenetic mod: 2%; 15-hLO inh: 2%; Hsp90 Hop PPI: -5%; DNA Pol III inh: -3%

How did COCCn1c(SCC(N)=O)nc2c(c1=O)SC(C)C2 (configuration not stated) do in these assays?
BRCT PPI red: 0.8%; BRCT PPI green: 2.6%; Ub-GFP proteasome: -9%; HADH2 inhib: 8%; HBB splice mod: 0.2%; CRE-bla Fsk: -13%; 15-hLO inh: -8%; Hsp90 Hop PPI: 0%; DNA Pol III inh: 1%

How did O=C(c1cccs1)N1CCC(c2nc3ccccc3s2)CC1 do in these assays?
BRCT PPI red: -0.7%; BRCT PPI green: 1.0%; Ub-GFP proteasome: 1%; HADH2 inhib: inconclusive; HBB splice mod: -0.3%[57.5 µM]; CRE-bla Fsk: -2%; Epigenetic mod: 14%; 15-hLO inh: -10%; Hsp90 Hop PPI: -3%; DNA Pol III inh: -2%

Results for CCOC(=O)c1ccccc1NC(=O)CSc1nc2c(c(=O)n(C)c(=O)n2C)n1C ?
BRCT PPI red: -2.5%; BRCT PPI green: -1.3%; Ub-GFP proteasome: -3%; USP2a inhib: -6%; HADH2 inhib: 1%; CRE-bla Fsk: 4%; Epigenetic mod: 0%; 15-hLO inh: 3%; Hsp90 Hop PPI: 0%; DNA Pol III inh: -7%

How did COCCNc1ncnc2ccc(-c3ccoc3)cc12 do in these assays?
BRCT PPI red: -0.6%; BRCT PPI green: -0.1%; Ub-GFP proteasome: 7%; USP2a inhib: 138%[activator]; HADH2 inhib: inconclusive; HBB splice mod: 0.9%; CRE-bla Fsk: -20%; Epigenetic mod: -3%[9.22 µM]; 15-hLO inh: -12%; Hsp90 Hop PPI: -6%; DNA Pol III inh: -9%

What do the screens show for `Oc1ccccc1-c1nnc(SCCN2CCOCC2)n1Cc1ccccc1`?
BRCT PPI red: -0.9%; BRCT PPI green: -0.4%; Ub-GFP proteasome: 4%; USP2a inhib: 5%; HADH2 inhib: 1%; HBB splice mod: -2.3%; CRE-bla Fsk: -8%; Epigenetic mod: -1%; 15-hLO inh: -16%; Hsp90 Hop PPI: -3%; DNA Pol III inh: -21%

What do the screens show for `COc1cccc(-n2c(C)c(C(C)=O)c(C(C)=O)c2C)c1`?
BRCT PPI red: -0.6%; BRCT PPI green: 0.8%; Ub-GFP proteasome: -3%; USP2a inhib: -3%; HADH2 inhib: -8%; HBB splice mod: -1.6%; CRE-bla Fsk: -13%; Epigenetic mod: -3%; 15-hLO inh: -5%; Hsp90 Hop PPI: -4%; DNA Pol III inh: -4%

Results for CC(=O)Nc1ccc(S(=O)(=O)N2CCCN(S(=O)(=O)c3ccc(NC(C)=O)cc3)CC2)cc1 ?
BRCT PPI red: 0.1%; BRCT PPI green: 0.5%; Ub-GFP proteasome: -3%; USP2a inhib: 11%; HADH2 inhib: 11%; HBB splice mod: -0.3%; CRE-bla Fsk: -4%; Epigenetic mod: 3%; 15-hLO inh: 0%; Hsp90 Hop PPI: -4%; DNA Pol III inh: -2%

What do the screens show for `O=C(COC(=O)CCC(=O)c1cccs1)Nc1ccc(S(=O)(=O)N2CCOCC2)cc1`?
BRCT PPI red: -0.4%; BRCT PPI green: -1.9%; Ub-GFP proteasome: -3%; USP2a inhib: 11%; HADH2 inhib: 8%; HBB splice mod: -0.1%[57.5 µM]; CRE-bla Fsk: -2%; Epigenetic mod: -1%; 15-hLO inh: 5%; Hsp90 Hop PPI: 0%; DNA Pol III inh: -2%

How did CC(C)OCC1CO1 (configuration not stated) do in these assays?
BRCT PPI red: -6.8%; BRCT PPI green: 0.5%; HADH2 inhib: -28%; HBB splice mod: -0.7%; CRE-bla Fsk: -13%; 15-hLO inh: -6%; Hsp90 Hop PPI: 2%; DNA Pol III inh: 3%

How did CCOc1ccc2nc(NC(=O)CSC3=NCCS3)sc2c1 do in these assays?
BRCT PPI red: -0.1%; BRCT PPI green: -1.4%; Ub-GFP proteasome: 0%; HADH2 inhib: -12%; HBB splice mod: -0.1%[57.5 µM]; CRE-bla Fsk: -8%; Epigenetic mod: 1%; 15-hLO inh: 1%; Hsp90 Hop PPI: 0%; DNA Pol III inh: 6%

What do the screens show for `O=C(NCC(c1cccnc1)N1CCN(c2ccc(F)cc2)CC1)c1ccc(F)cc1` (configuration not stated)?
BRCT PPI red: 0.6%; BRCT PPI green: -2.0%; Ub-GFP proteasome: 20%; USP2a inhib: -23%; HADH2 inhib: 0%; HBB splice mod: 0.0%; CRE-bla Fsk: -6%; Epigenetic mod: 1%; 15-hLO inh: 0%; Hsp90 Hop PPI: -8%; DNA Pol III inh: -1%

Results for COc1cc(C(=O)NCc2nnc(SCC(=O)N3CCC(C)CC3)o2)cc(OC)c1OC ?
BRCT PPI red: 0.3%; BRCT PPI green: -0.2%; Ub-GFP proteasome: -5%; USP2a inhib: 6%; HADH2 inhib: 12%; HBB splice mod: -0.4%; CRE-bla Fsk: 15%; Epigenetic mod: 2%; 15-hLO inh: 10%; Hsp90 Hop PPI: 3%; DNA Pol III inh: 2%

How did CCCCc1ccc(-c2ccc(C)cc2O)nc1 do in these assays?
BRCT PPI red: -0.2%; BRCT PPI green: -1.3%; Ub-GFP proteasome: -2%; USP2a inhib: -6%; HADH2 inhib: -3%; CRE-bla Fsk: 5%; Epigenetic mod: -1%; 15-hLO inh: 3%; Hsp90 Hop PPI: inconclusive; DNA Pol III inh: -8%

How did CCOC(=O)C1=C(C)NC(=O)NC1C (configuration not stated) do in these assays?
BRCT PPI red: 1.7%&-4.3%; BRCT PPI green: -0.1%&-5.2%; Ub-GFP proteasome: -2%&3%; USP2a inhib: 7%&-1%; HADH2 inhib: 4%&-5%; HBB splice mod: 2.4%[57.5 µM]; CRE-bla Fsk: 2%&1%; Epigenetic mod: -2%&0%; 15-hLO inh: 5%&2%; Hsp90 Hop PPI: 1%&-1%; DNA Pol III inh: -9%&-2%

Results for CCSc1nnc(CNc2ccc(F)cc2)n1CC1CCCO1 (configuration not stated) ?
BRCT PPI red: -1.5%; BRCT PPI green: -2.2%; Ub-GFP proteasome: 8%; USP2a inhib: 4%; HADH2 inhib: 7%; HBB splice mod: -1.3%; CRE-bla Fsk: -4%; Epigenetic mod: -2%; 15-hLO inh: 3%; Hsp90 Hop PPI: -4%; DNA Pol III inh: -9%

Results for CCn1cc(C(=O)N2CCCC2)c(=O)c2cc(S(=O)(=O)N3CCOCC3)ccc21 ?
BRCT PPI red: -1.1%; BRCT PPI green: -2.1%; Ub-GFP proteasome: -8%; USP2a inhib: -7%; HADH2 inhib: 9%; HBB splice mod: 0.5%; CRE-bla Fsk: inconclusive; Epigenetic mod: 1%; 15-hLO inh: 1%; Hsp90 Hop PPI: 2%; DNA Pol III inh: -2%
